AI-2 QS modul: modulators of Vibrio harveyi AI-2 quorum sensing system | activity change, % at 7.5 µM | 300,000 compounds, 0.4% hits | Vibrio harveyi JMH597 AI-2 luminescence/OD600 ratio, 9 h; stronger effect = lower value; strain lacks LuxN and CqsS sensors; 0 = neutral-control median; in the data active means activity change below about -75%, passing the limit was not always enough;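 further: luminescence divided by OD600 gain over 9 h not by final OD600 alone; inactives centre near 13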
IEC-6 tox: counter-screen for KLF5 inhibitors: cytotoxicity in IEC-6 cells; IEC-6 cytotoxicity, luminescence viability; inhibition, % at 5 µM; 290,000 compounds, 0.78% hits; in the data active means inhibition above about 22%;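 further: 0% = plate median of test compound wells and 100% = cytotoxic reference compound wells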
HSF-1 act: increases HSF-1 driven luciferase reporter signal. NIH3T3-HGL HSF-1 luciferase reporter, MG132, 8 h; 100% = twice DMSO control signal. activation, % at 9 µM. 300,000 compounds, 1.7% hits;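 active means mean replicate activation of at least 50% with a set share of replicates each reaching 50%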;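 further: 0% = median of the neutral control wells and 100% = twice that signal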
GSK3A inh: human GSK-3 alpha kinase inhibition; P49840; ADP-Glo luminescence, 60 min; inhibition, % at 10 µM; 320,000 compounds, 0.1% hits; AID 2650;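 in the data active means inhibition above about 50%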;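 further: GST-tagged GSK-3 alpha with peptide substrate and 25 µM ATP; 0% = DMSO neutral wells and 100% = GW8510 positive control wells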
Target sequence (P49840 whole entry, looked up): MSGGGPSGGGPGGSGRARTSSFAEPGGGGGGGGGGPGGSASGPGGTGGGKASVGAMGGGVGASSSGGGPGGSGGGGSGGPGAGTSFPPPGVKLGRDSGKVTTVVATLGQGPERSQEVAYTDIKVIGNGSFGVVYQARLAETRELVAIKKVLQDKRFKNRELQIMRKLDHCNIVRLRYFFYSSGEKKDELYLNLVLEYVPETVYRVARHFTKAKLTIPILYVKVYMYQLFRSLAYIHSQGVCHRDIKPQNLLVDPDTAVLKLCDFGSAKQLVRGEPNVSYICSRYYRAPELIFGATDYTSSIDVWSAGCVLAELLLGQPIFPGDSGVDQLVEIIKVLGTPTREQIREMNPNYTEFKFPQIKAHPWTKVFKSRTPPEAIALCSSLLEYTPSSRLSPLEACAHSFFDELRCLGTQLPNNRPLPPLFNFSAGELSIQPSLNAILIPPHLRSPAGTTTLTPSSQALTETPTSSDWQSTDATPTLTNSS
aSyn 5UTR inh: MLPCN primary screen, SNCA 5' untranslated region. alpha-synuclein 5'UTR reporter, inhibitor activity. inhibition, % (tested at 7.5 µM). 300,000 compounds, 0.82% hits. AID 1813; in the data active means inhibition above about 60%;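 further: H4 neuroglioblastoma cells stably carrying SNCA 5'UTR luciferase fusion; 0% = DMSO wells and 100% = positive control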
HSF1 inhib: HSF1 inhibition | 300,000 compounds, 0.77% hits | NIH3T3-HGL HSE-luciferase, MG132-induced, luminescence 8 h; stronger effect = lower value | AID 2098 | activity change, negative = inhibition, % at 7.5 µM (by protocol);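 active means more than half of replicate wells show activity change below -50%, luminescence cut by over half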;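 further: luciferase reports HSF-1 transcriptional activity via heat shock element; 0% = median of DMSO wells and -100% = zero luminescence signal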
HIF activator: HIF pathway transcriptional activation; U2OS HRE-luciferase reporter, luminescence; normalized: DMSO 0%, desferrioxamine 100%; activation, % at 7.5 µM (by protocol); 300,000 compounds, 0.32% hits; AID 1910;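 active means mean activation of at least 10% of the iron chelator positive control signal, with at least half of replicates also reaching 10%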
HSP90 refold inh: blocks HSP90-mediated luciferase refolding in reticulocyte lysate; AID 1789; inhibition, % at 5.6 µM; Rabbit reticulocyte lysate, luciferase refolding luminescence, 3 h; 290,000 compounds, 0.91% hits;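 active means inhibition above the screen-wide mean plus 3 SD, computed separately per campaign, cut at about 16% in these data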;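 further: 0% = DMSO wells and 100% = 60 µM geldanamycin wells; inhibitors lower the luminescence because luciferase stays unfolded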
KLF5 inhibitor: suppresses KLF5 promoter-driven expression; DLD-1 KLF5 promoter-luciferase reporter, luminescence; 290,000 compounds, 0.23% hits; inhibition, % at 5 µM; AID 1700;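 active means inhibition above a per-plate limit of that plate's mean compound inhibition plus 3 SD, cut at about 60% in these data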;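 further: 0% = DMSO wells and 100% = LY294002 at 200 µM; higher means less KLF5 promoter-driven luciferase light; inactives centre near -14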
GSK3beta inhib: blocks human GSK3beta kinase activity | P49841 | GST-GSK3beta kinase, ADP-Glo luminescence, 60 min; stronger effect = lower value | activity score (negative = inhibition), % at 10 µM | 300,000 compounds, 0.038% hits;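 active means more than half of replicate wells score below -50%, meaning over 50% inhibition versus plate controls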;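 further: 0% = median DMSO wells and -100% = median GW8510 positive control wells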
Target sequence (P49841 whole entry, looked up): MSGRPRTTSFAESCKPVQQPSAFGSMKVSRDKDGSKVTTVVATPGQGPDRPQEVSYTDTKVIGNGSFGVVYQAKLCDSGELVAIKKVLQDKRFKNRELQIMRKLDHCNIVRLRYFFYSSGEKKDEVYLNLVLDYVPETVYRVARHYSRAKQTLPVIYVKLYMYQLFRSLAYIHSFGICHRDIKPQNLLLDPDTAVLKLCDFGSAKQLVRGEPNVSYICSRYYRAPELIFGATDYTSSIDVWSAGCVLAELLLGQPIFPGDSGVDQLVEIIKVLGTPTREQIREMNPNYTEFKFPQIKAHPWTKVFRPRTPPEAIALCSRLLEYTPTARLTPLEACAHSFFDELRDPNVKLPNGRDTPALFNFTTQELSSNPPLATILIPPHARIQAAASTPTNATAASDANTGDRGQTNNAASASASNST
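Test system: GST-tagged human GSK3beta kinase, cell-free; evaluation: activity score scaled between in-plate DMSO and GW8510 controls; measured by: ADP-Glo luminescence; incubation: 60 min reaction, RT; benchmarks: DMSO and 20 µM GW8510; reagent: peptide substrate plus 25 µM ATP (final); medium: Tris/MgCl2 kinase buffer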
Numbers without * were called inactive; . = not tested or not shown.

SMILES	AI-2 QS modul	IEC-6 tox	HSF-1 act	GSK3A inh	aSyn 5UTR inh	HSF1 inhib	HIF activator	HSP90 refold inh	KLF5 inhibitor	GSK3beta inhib
Cc1ccc(-n2c(COc3ccccc3)n[nH]c2=S)cc1	-2	-2	21	0	15	5	-0.1	1	-26	0
CC(C)(C)n1cnc2cc(NC(=O)c3ccccc3)ccc21	2	0	21	0	-137	16	1.7	5	-125	2
Cc1cc(C)n(Cc2ccccc2Cl)n1	14	3	-5	-1	-9	2	-0.9	2	-8	2
COCCn1c(SC(C)C(=O)Nc2ccc3c(c2)OCCO3)nc2ccccc2c1=O (centres undefined)	8	-2	-1	4	12	1	-1.0	-1	-15	4
O=C(Nc1ccc2ccccc2c1)NC1CCS(=O)(=O)C1 (centres undefined)	16	8	13	1	-23	-4	0.3	0	-4	2
CCOC(=O)C1CCN(S(=O)(=O)c2cc3c4c(c2)C(C)C(=O)N4CCC3)CC1 (centres undefined)	19	1	9	-2	-15	-4	-0.1	-5	-14	3
COc1ccc(Oc2nc(-c3ccccc3)ncc2C(=O)O)cc1	6	-2	-7	-2	11	-3	-0.3	0	-7	-1
CS(=O)(=O)N(CC(=O)Nc1cccc(F)c1)Cc1ccccc1	46	1	8	-4	7	4	-0.2	3	-52	2
Cc1ccc2nc(C3CCN(C(=O)c4ccco4)CC3)[nH]c2c1	-4	-6	4	-2	-4	2	0.2	1	-47	-2
COC(OC)C(C)NC(=O)NC(=O)c1ccccc1Cl (centres undefined)	19	-6	2	1	3	-2	-0.5	-2	-38	5
CC(=O)NS(=O)(=O)c1ccc(NC(=O)/C=C/c2ccc(C)o2)cc1	22	-6	-9	0	-17	-7	0.3	-1	-15	2
CC(C)[C@H](Nc1ccc(S(=O)(=O)N2CCOCC2)cc1[N+](=O)[O-])C(=O)OCC(=O)N(C(C)C)C(C)C	-4	3	-6	1	13	2	0.4	4	-13	3
O=C(C[n+]1ccccc1)N/N=C/c1cc(Br)cc(Br)c1O	-149*	-1	-8	-2	10	-1	-8.6	0	0	-2
Cc1ccc(C(=O)CCC(=O)CCC(=O)O)cc1	17	-2	-7	1	24	-1	0.2	1	-49	1
CC(Cc1ccccn1)NC(=O)CCc1nnc(C2CCCCC2)o1 (centres undefined)	63	-6	10	-2	-13	0	0.0	-4	-4	0
O=C(COC(=O)c1ccccc1NS(=O)(=O)c1ccc(Cl)cc1)NCc1ccccc1	15	3	2	-1	-8	-10	0.2	0	-11	-2
Cc1ccccc1-c1nnc(SCC(=O)NC2CCCC2)n1C	11	.	-4	2	-19	-3	-0.5	.	.	2
CCCNC(=O)NC1C(NC(=O)NCCC)N(C)C(=O)N1C (centres undefined)	14	-5	-68	-1	3	-57*	-0.4	0	-28	-2
COc1ccc(S(=O)(=O)N(CCC(=O)O)Cc2ccccc2)cc1	1	-3	-19	-3	-14	-4	-0.1	2	7	1
COc1ccccc1NC(=S)NNC(=O)c1ccncc1	15	0	8	-2	-25	9	0.0	7	-7	-1
CCc1ccc(OCCOCC(O)CN2CCN(Cc3ccc(Cl)cc3)CC2)cc1 (centres undefined)	9	-8	4	0	15	-3	-0.1	-1	-5	-3
COC(=O)c1ccc(NC(=O)C2CCCN2S(=O)(=O)c2ccc(OC)cc2)cc1 (centres undefined)	21	-3	-1	-3	-5	1	-0.5	-2	-34	0
O=C(N/C(=C/c1ccco1)C(=O)N1CCOCC1)c1ccccc1Br	11	-2	-2	0	10	-4	-0.5	2	-4	4
CCCCOc1ccc(/C=C2/Sc3ccccc3C2=O)cc1	9	6	-4	-1	-37	-4	-0.9	4	-30	0
O=C(Nc1cccc(C(=O)N2CCN(c3cccc(Cl)c3)CC2)c1)c1ccccc1	18	4	33	-2	18	3	-0.3	4	-14	-2
CCN(CC)CCCN(C(=O)c1ccc(Br)cc1)c1nc(-c2ccc(OC)cc2)cs1	3	9	-2	7	18	-2	0.0	-1	-4	-5
COC1CCN(C(=O)CC2C(=O)NCCN2CC2CCCCC2)CC1 (centres undefined)	26	-4	.	2	16	.	-0.3	0	-37	6
COc1ccccc1-c1csc(-n2ncc(C#N)c2N)n1	25	-21	-9	3	0	1	0.1	0	3	-2
CCOC(=O)c1nn(-c2ccc(C)cc2)c(=O)cc1OCC(=O)N1CCN(c2ccccc2)CC1	29	.	2	.	5	0	-0.1	.	.	3
O=C(NCCCNC(=O)c1cncc(O)c1)c1cncc(O)c1	19	-7	33	1	-4	14	0.4	-3	0	0
COc1ccc(-c2cc(C(F)(F)F)nc(-n3ccnc3)n2)cc1	20	4	-5	-3	35	-9	0.0	6	-34	2
COc1ccccc1NC(=O)C(=O)N1CCCC1	37	4	25	0	-49	10	1.9	-2	-10	2
COc1cccc(C(=O)NCCS(=O)(=O)NCc2ccccn2)c1	4	.	3	-4	-5	-4	3.2	.	.	-12
COc1ccccc1CCN=C(N)NS(=O)(=O)c1cccs1	17	-2	9	-5	11	5	0.4	-1	-1	1
CCC[C@@H]1C[C@@H](C(=O)N[C@H]([C@@H](C)O)[C@H]2O[C@H](SC)[C@H](O)[C@@H](O)C2O)N(C)C1 (some centres undefined)	8	-2	.	.	.	.	.	-1	-12	.
COC(=O)c1cc(NC(=O)C2CC(=O)NC(=NCc3ccc(OC)cc3)S2)cc(C(=O)OC)c1 (centres undefined)	10	2	5	-1	-12	-5	-0.3	0	-32	-3
COc1ccc(CNC(=O)c2csnn2)cc1	5	2	2	-3	6	-2	0.2	4	-47	2
COc1ccccc1N(Cc1ccccc1)S(=O)(=O)c1cccc(C(=O)Nc2ccc(C)cn2)c1	28	.	1	0	26	4	-2.6	.	.	1
Fc1ccc(Br)cc1C1C=C(c2ccc(Br)s2)Nc2ncnn21 (centres undefined)	19	0	13	0	4	3	0.5	-3	-6	1
COc1ccc(-c2ccc(-c3noc(C4CCCCC4)n3)c(OC)n2)cc1	12	-4	8	-3	-15	0	-0.4	2	-13	2

Single records (already shown):
`COc1ccc(-c2ccc(-c3noc(C4CCCCC4)n3)c(OC)n2)cc1` is listed as AI-2 QS modul = 12; IEC-6 tox = -4; HSF-1 act = 8; GSK3A inh = -3; aSyn 5UTR inh = -15; HSF1 inhib = 0; HIF activator = -0.4; HSP90 refold inh = 2; KLF5 inhibitor = -13; GSK3beta inhib = 2
`O=C(Nc1cccc(C(=O)N2CCN(c3cccc(Cl)c3)CC2)c1)c1ccccc1` is listed as AI-2 QS modul = 18; IEC-6 tox = 4; HSF-1 act = 33; GSK3A inh = -2; aSyn 5UTR inh = 18; HSF1 inhib = 3; HIF activator = -0.3; HSP90 refold inh = 4; KLF5 inhibitor = -14; GSK3beta inhib = -2

Back to the main list, repeating the five entries before the break.
SMILES	AI-2 QS modul	IEC-6 tox	HSF-1 act	GSK3A inh	aSyn 5UTR inh	HSF1 inhib	HIF activator	HSP90 refold inh	KLF5 inhibitor	GSK3beta inhib
COC(=O)c1cc(NC(=O)C2CC(=O)NC(=NCc3ccc(OC)cc3)S2)cc(C(=O)OC)c1 (centres undefined)	10	2	5	-1	-12	-5	-0.3	0	-32	-3
COc1ccc(CNC(=O)c2csnn2)cc1	5	2	2	-3	6	-2	0.2	4	-47	2
COc1ccccc1N(Cc1ccccc1)S(=O)(=O)c1cccc(C(=O)Nc2ccc(C)cn2)c1	28	.	1	0	26	4	-2.6	.	.	1
Fc1ccc(Br)cc1C1C=C(c2ccc(Br)s2)Nc2ncnn21 (centres undefined)	19	0	13	0	4	3	0.5	-3	-6	1
COc1ccc(-c2ccc(-c3noc(C4CCCCC4)n3)c(OC)n2)cc1	12	-4	8	-3	-15	0	-0.4	2	-13	2
O=C(N/N=C/c1cc2c(cc1Br)OCO2)c1ccccn1	31	2	60*	-1	-186	31	3.8	5	-123	2
Cc1nc2ccc([N+](=O)[O-])cc2c(=O)n1Cc1ccc(F)cc1	15	-4	8	-1	18	-3	-2.1	0	-61	6
Cn1cccc1Cc1nnc(SCC(=O)Nc2cccc(F)c2)n1-c1ccc(F)cc1	10	-5	-4	-2	0	5	-0.1	-5	-1	-1
O=C(CC1SC(N2CCCCC2)=NC1=O)Nc1ccc(C(=O)Nc2ccccc2)cc1 (centres undefined)	10	.	-22	1	-37	-4	0.5	.	.	-10
O=C(CCCn1c(=O)[nH]c2ccccc2c1=O)N1CCN(c2ccccn2)CC1	5	5	5	-1	27	-3	-0.4	-1	2	0
CCCCCCC(=O)Nc1ccc(S(=O)(=O)Nc2onc(C)c2C)cc1	12	.	11	-3	17	6	-0.1	.	.	3
COc1ccc2c(C)cc(SC3CCOC3=O)nc2c1 (centres undefined)	4	-3	2	.	-6	6	-0.3	-8	-12	0
C=CCn1c(SCc2c(C)noc2C)nc2sc3c(c2c1=O)CCCCC3	1	-2	-5	5	65*	0	-0.9	4	3	4
CCOc1c(C)cnc2c1c(=O)n(Cc1ccc(Cl)cc1)c(=O)n2C	0	3	0	1	8	-3	-0.3	2	-1	3
Cc1nc(SCC(=O)Nc2cc(C(N)=O)cc(C(N)=O)c2)c2c(C)c(C)sc2n1	12	-3	3	-1	14	-5	-0.4	5	-3	3
Cc1ccc(S(=O)(=O)Nc2ccc(C(=O)OCC(=O)N(CCC#N)c3ccccc3)cc2)cc1C	15	12	-8	-1	14	-3	0.2	1	17	1
O=C(CSc1nc2ccc(Nc3nc(N4CCOCC4)nc(N4CCOCC4)n3)cc2s1)NCc1ccco1	84	1	2	-2	-18	3	-0.2	0	-21	1

Screening data from PubChem BioAssay.
